bovine MsrA act – activators of bovine methionine sulfoxide reductase A. purified bovine MsrA, absorbance read-out. activation, % at 10.6 µM. 0.3% of 360,000 active; in the data active means activation above about 7.5%;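 further: 0% = vehicle and 100% = reference activator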
TbMetRS inhib – blocks T. brucei methionyl-tRNA synthetase activity | purified T. brucei MetRS, ATP depletion, Kinase-Glo luminescence | inhibition, % at 11.9 µM | 0.4% of 360,000 active | AID 624268;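 active means inhibition above a per-plate cutoff of the control wells' mean inhibition plus 3 SD, cut at about 5.5% in these data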;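 further: 0% = DMSO wells median and 100% = median of wells with control inhibitor compound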
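Material: T. brucei methionyl-tRNA synthetase, purified; reagent: substrates ATP, L-methionine and bulk Escherichia coli tRNA; dosing: 11.9 µM single point; timing: 15 min plus 2 h at 25 °C; detection: luminescence of leftover ATP; evaluation: % inhibition; control set: DMSO-only wells as low control; replicates: singlicate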
NRP1-CendR mod – modulators of CendR peptide binding to human neuropilin-1 | FAM-RPARPAR peptide binding to NRP-1, fluorescence polarization | inhibition, % at 25 µM | 0.85% of 360,000 active;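 active means inhibition or corrected inhibition above about 18%, plus a signal ratio from 0.5 to 1.5, limit read from the data, passing the limit was not always enough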; further: strong numbers were not always called active
Target sequence (O14786 whole entry, looked up): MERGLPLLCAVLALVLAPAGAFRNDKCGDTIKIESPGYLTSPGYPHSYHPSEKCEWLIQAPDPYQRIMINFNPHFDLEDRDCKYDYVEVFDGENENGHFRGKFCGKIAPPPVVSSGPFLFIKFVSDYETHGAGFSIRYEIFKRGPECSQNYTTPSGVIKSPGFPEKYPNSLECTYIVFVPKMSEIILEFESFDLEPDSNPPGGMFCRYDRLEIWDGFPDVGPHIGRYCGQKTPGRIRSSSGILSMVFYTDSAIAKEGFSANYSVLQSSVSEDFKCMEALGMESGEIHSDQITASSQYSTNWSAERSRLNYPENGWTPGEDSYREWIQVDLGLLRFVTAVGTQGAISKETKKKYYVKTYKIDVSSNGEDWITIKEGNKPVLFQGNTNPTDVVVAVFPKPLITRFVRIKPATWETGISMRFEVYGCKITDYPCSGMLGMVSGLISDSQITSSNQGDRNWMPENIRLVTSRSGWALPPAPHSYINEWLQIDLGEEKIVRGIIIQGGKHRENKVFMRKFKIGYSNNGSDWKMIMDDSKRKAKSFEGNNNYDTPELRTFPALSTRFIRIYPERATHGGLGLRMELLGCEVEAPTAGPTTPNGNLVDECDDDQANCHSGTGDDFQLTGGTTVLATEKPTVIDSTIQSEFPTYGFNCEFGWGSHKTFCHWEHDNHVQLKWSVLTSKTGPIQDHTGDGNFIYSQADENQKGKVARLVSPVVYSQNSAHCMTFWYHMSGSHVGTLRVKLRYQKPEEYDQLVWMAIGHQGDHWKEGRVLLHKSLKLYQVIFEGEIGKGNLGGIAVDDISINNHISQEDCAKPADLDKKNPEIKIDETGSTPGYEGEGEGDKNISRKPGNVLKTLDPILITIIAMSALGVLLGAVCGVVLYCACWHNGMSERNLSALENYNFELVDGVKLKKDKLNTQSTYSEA
E coli Lon inh – E. coli protease La inhibition; P0A9M0; purified E. coli Lon protease, fluorescence polarization; inhibition, % at 7.94 µM; 0.42% of 360,000 active; AID 602123; in the data active means inhibition above about 13%, passing the limit was not always enough;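 further: 0% = enzyme with probe and DMSO and 100% = no enzyme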
SKN-1 block – C. elegans SKN-1 inhibition. inhibition, % at 21.8 µM. 0.49% of 360,000 active. C. elegans VP596 Pgst-4::GFP/RFP ratio, acrylamide-induced, 24 h;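 active means interference check ratio from 0.5 to 1.5 plus GFP to RFP signal ratio inhibition reaching or exceeding a fixed threshold, cut at about 30% in these data, passing the limit was not always enough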; further: some compounds called inactive have numbers as strong as hits
MT1-MMP act inh – blocks activation of human MT1-MMP | GFP/RFP ratio change, % at 20 µM | P50281 | 0.061% of 360,000 active | HT1080 RFP-PRO-GFP cells, GFP/RFP ratio fluorescence, overnight; percent of plate control window, DMSO zero;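 active means GFP/RFP ratio change of at least 30% with cell ATP level not reduced by more than half and red fluorescence within 50% of control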; further: strong numbers were not always called active
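Read-out: GFP/RFP fluorescence ratio; Test system: RFP-PRO-GFP reporter HT1080 cells; Compound dosing: single-point 20 µM compound, 1% DMSO; Times: overnight compound exposure at 37 °C.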
MLLE-PAM2 inh – blocks PAM2 peptide binding to the PABP1 MLLE domain | GST-MLLE / FITC-PAM2 fluorescence polarization | inhibition, % at 20 µM | 0.36% of 360,000 active; in the data active means inhibition above about 35%, passing the limit was not always enough;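 further: plate controls were DMSO wells with GST-MLLE for no effect and wells lacking GST-MLLE protein for full effect; some results filed as inactive read as strong as hits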
MsrA inh – inhibitors of bovine MsrA | purified bovine MsrA, absorbance read-out | inhibition, % at 15.5 µM | 0.75% of 360,000 active; in the data active means inhibition above about 4.5%;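 further: 0% = vehicle wells with enzyme and 100% = reference inhibitor wells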
FAS TE block – FAS thioesterase (human) inhibition | P49327 | 0.67% of 360,000 active | AID 602261 | recombinant FAS-TE, OMFH fluorogenic substrate, fluorescence endpoint | inhibition, % at 15 µM;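 active means compounds whose normalised, plate-corrected inhibition of enzyme fluorescence in the single-dose primary screen is 50% or more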;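 further: 0% = DMSO with enzyme and 100% = substrate without enzyme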
An asterisk follows results filed as active.

SMILES	bovine MsrA act	TbMetRS inhib	NRP1-CendR mod	E coli Lon inh	SKN-1 block	MT1-MMP act inh	MLLE-PAM2 inh	MsrA inh	FAS TE block
Cc1ccc(C(=O)NCCc2nnc3ccc(SCC(=O)Nc4cc(C)on4)nn23)cc1	-9	-0.5	-14	0	-1	-12	-2	0.1	13
COC(=O)c1ccc(CNC(=O)COC(=O)CNS(=O)(=O)c2ccc(C)cc2)cc1	-6	-0.1	6	-8	6	-2	-15	-0.2	-8
O=C(NCCCN1CCOCC1)c1ccccc1	-2	-0.9	1	10	6	2	5	0.4	-9
CS(=O)(=O)N(CC(=O)NC1CCCC1)c1ccc2c(c1)OCCO2	5	0.6	-4	1	-5	-3	-6	0.3	-4
CCN1C(=O)[C@H]2[C@H]3CN=C(SCC(=O)c4ccccc4)N3[C@@](CC)(C(=O)OC)[C@H]2C1=O	1	0.5	4	4	-1	5	38	1.1	-4
COc1ccccc1N1CCN(S(=O)(=O)c2c(C)[nH]c(C)c2C(=O)N2CCCCC2)CC1	0	0.3	-2	-10	9	-4	15	-0.4	-5
O=C(NCC(=O)N(Cc1ccco1)C(C(=O)NC1CCCC1)c1ccncc1)c1cccs1 (stereo not given)	-3	-0.7	-23	-12	-2	-2	0	1.5	-16
COc1ccc(S(=O)(=O)N2CCCCCC2)cc1NC(=O)c1ccccc1	-2	1.1	17	8	19	1	8	-0.9	2
Clc1cccc(Oc2ncccn2)c1	-3	-0.4	8	4	-6	2	0	0.1	-10
CCCCC(=O)Nc1ncc(S(=O)(=O)c2ccc([N+](=O)[O-])cc2)s1	-8	-0.3	-3	-4	-9	5	0	-0.3	4
CCOc1cc(N2CCOCC2)c(OCC)cc1NC(=O)CN1C(=O)C2C3C=CC(C3)C2C1=O (stereo not given)	-1	0.1	16	-7	-5	-2	-11	1.8	-9
S=c1[nH]nc2nnc3ccccc3n12	-2	0.0	3	-1	5	11	-103	-1.8	-4
O=C(NC(Cc1ccccc1)C(=O)O)/C(=C/c1ccc(Cl)cc1)NC(=O)c1ccccc1 (stereo not given)	-9	-0.3	7	2	10	-3	2	-0.6	-6
COc1ccccc1NS(=O)(=O)c1cccc(N=C2N=C(N)c3ccccc32)c1	-3	-0.5	-8	1	16	-6	5	-2.0	-10
CC(C)(C)c1ccc(C(=O)CS(=O)(=O)c2ccccc2)cc1	2	1.1	5	-7	10	1	1	0.5	11
Cc1ccc(S(=O)(=O)N2CC3(O)CN(C(=O)OC(C)C)N(C(=O)OC(C)C)CC3(OC(=O)NCc3ccccc3F)C2)cc1 (stereo not given)	-2	-0.4	-9	-10	2	1	3	0.4	11
CCOCCCNC(=S)N1CCCC(c2nc3ccc(C)cc3[nH]2)C1 (stereo not given)	-7	3.5	8	-4	6	3	-86	-1.3	-6
Cc1ccc(N=c2c([N+](=O)[O-])nn(-c3ccccc3)n2O)c(C)c1	-10	-0.5	-10	-8	-7	17	-11	12*	5
Cc1nc(NC(=O)COC(=O)C2=NNC(=O)CC2)c(Cl)cc1Cl	-6	-1.1	-5	7	5	2	-6	-0.4	-11
COC(=O)C(Cc1c[nH]c2ccccc12)NC(=O)c1cncc(Br)c1 (stereo not given)	-5	-0.5	-4	-3	-13	-5	4	-0.7	-2
Cc1ccc(NC(=O)CN(C)C(=O)COC(=O)[C@@H](NC(=O)c2ccccc2F)C(C)C)cc1	0	-0.3	5	-4	0	-3	-7	-0.6	-3
CC1CN(C(=O)CS(=O)(=O)Cc2ccc(Cl)cc2)CC(C)O1 (stereo not given)	-5	-0.2	15	4	5	0	12	-0.1	-7
Cc1ccc(NC(=O)CN(C)C(=O)c2cc(-c3cccs3)nn2-c2ccccc2)cc1	-2	-0.3	-6	-2	-18	-2	0	0.1	22
CCCCSc1nc2sc3c(c2c(=O)[nH]1)CC(C)(CC)OC3 (stereo not given)	-3	-0.2	-3	-4	7	1	-12	0.9	-4
O=C(CSc1ncnc2c1oc1ccccc12)Nc1ccccc1C(F)(F)F	0	0.1	-6	-6	8	-2	2	-0.4	-5
CC(C)(C)c1ccc(CC(=O)N2CCC2(C)C(=O)Nc2cnc3ccccc3c2)cc1 (stereo not given)	-2	-0.1	2	1	3	-5	-6	-0.6	26
CCC(Oc1ccc(C)cc1)C(=O)Nc1ccccc1C(=O)N1CCOCC1 (stereo not given)	-2	-0.5	8	4	0	-1	0	0.0	-8
CCC(=O)N1CCCC(C(=O)Nc2ccc3cn[nH]c3c2)CC1 (stereo not given)	-4	-0.4	-10	-4	-9	3	1	-1.0	-7
O=C(CNCc1ccccc1)Nc1ccc(Cl)cc1	-3	-1.3	13	-7	18	3	0	-0.7	2
Nc1nc(SCC(=O)Nc2ccc([N+](=O)[O-])cc2)[nH]c(=O)c1NC(=O)c1ccc(Br)o1	-3	0.1	0	-6	12	-2	13	2.3	24
COCC(=O)O[C@]1(CCN(C)CCCc2nc3ccccc3[nH]2)CCc2cc(F)ccc2[C@@H]1C(C)C	2	0.1	-5	14	4	-8	4	-1.9	6
COC(=O)c1ccc(NC(=O)C2CC3CCC2C3)cc1 (stereo not given)	-1	-0.6	2	-1	8	-3	3	-0.7	0
COc1cc(S(=O)(=O)N2CCCC3(CCCCC3)C2)ccc1-n1cnnn1	1	-0.4	-10	-12	14	6	2	0.0	19
CCN(CC)S(=O)(=O)c1cc(NC(=O)c2cccc(N3C(=O)CCC3=O)c2)ccc1Cl	-4	-0.3	-4	1	3	-2	-15	-2.2	5
Cc1cc(Sc2nc(N)ncc2[N+](=O)[O-])ncn1	-2	0.4	1	4	2	-5	26	3.8	-7
COc1cc(C(=O)N2CCN(S(=O)(=O)c3ccc(Cl)cc3)CC2)ccc1OCC(=O)N1CCOCC1	-3	-0.5	10	16	2	1	3	0.1	-6
COc1ccc(CCN(C)C(=O)CCCN2C(=O)c3cccc4cccc(c34)C2=O)cc1OC	-4	0.3	8	-5	-17	7	-4	3.1	-3
Cc1ccc(C(=O)NNc2cc(=O)n(C)c(=O)n2C)cc1C	-5	0.1	1	-7	-7	0	-8	1.9	-1
Cc1cccc(NC(=O)CSc2nnc(-c3ccco3)c(-c3ccco3)n2)c1	-10	0.2	-11	8	-4	-1	28	4.9*	0
COc1ccccc1-n1cnc2c(c1=O)c1nc3ccccc3nc1n2-c1ccc(C)c(C)c1	-13	-1.3	-12	-2	1	-2	-15	-1.2	12
O=C(CSc1nc(-c2ccccc2Cl)ns1)NCc1ccco1	-1	-0.7	4	-3	-2	4	-38	0.1	1
Fc1cccc(NC(=S)N2CCCCC2)c1	-4	-0.3	1	-8	6	-1	-82	-0.2	-4
Cc1nn(Cc2ccc(C(=O)N3N=C(C(F)F)CC3(O)C(F)F)cc2)c(C)c1[N+](=O)[O-] (stereo not given)	-1	-0.3	2	-8	-16	17	-4	-0.5	9
O=C(O)c1cccc(S(=O)(=O)N2CCC(n3nnc4cc(C(F)(F)F)ccc43)CC2)c1	-3	-0.3	1	-7	-17	2	-19	0.3	-12
CCN(CC)CCC(=O)N1c2ccccc2Sc2ccc(Cl)cc21	-6	-1.3	15	4	5	3	-1	-0.8	1

Single records (already shown). Order of values: bovine MsrA act	TbMetRS inhib	NRP1-CendR mod	E coli Lon inh	SKN-1 block	MT1-MMP act inh	MLLE-PAM2 inh	MsrA inh	FAS TE block
`Fc1cccc(NC(=S)N2CCCCC2)c1` in the list: -4	-0.3	1	-8	6	-1	-82	-0.2	-4
`O=C(O)c1cccc(S(=O)(=O)N2CCC(n3nnc4cc(C(F)(F)F)ccc43)CC2)c1` in the list: -3	-0.3	1	-7	-17	2	-19	0.3	-12
`Cc1cccc(NC(=O)CSc2nnc(-c3ccco3)c(-c3ccco3)n2)c1` in the list: -10	0.2	-11	8	-4	-1	28	4.9*	0
`O=C(CSc1nc(-c2ccccc2Cl)ns1)NCc1ccco1` in the list: -1	-0.7	4	-3	-2	4	-38	0.1	1
`COc1cc(C(=O)N2CCN(S(=O)(=O)c3ccc(Cl)cc3)CC2)ccc1OCC(=O)N1CCOCC1` in the list: -3	-0.5	10	16	2	1	3	0.1	-6

Later entries:
SMILES	bovine MsrA act	TbMetRS inhib	NRP1-CendR mod	E coli Lon inh	SKN-1 block	MT1-MMP act inh	MLLE-PAM2 inh	MsrA inh	FAS TE block
O=C(Nc1ccc(F)cc1)c1ccccc1NS(=O)(=O)N1CCCC1	-9	-0.4	4	2	-3	4	4	0.3	0
O=C(CC(C(=O)O)c1cccc(Br)c1)c1ccc(Cl)cc1 (stereo not given)	-12	-1.2	4	0	-7	-2	-14	-0.5	0
Cc1ccc(-c2cc(-c3ccccc3)nc(N/N=C/c3cccnc3)n2)cc1	-10	-1.3	-4	-7	1	8	2	2.3	19
COc1ccc(NC(=O)c2cc(-c3cc(C)cs3)[nH]n2)cc1OC	-2	0.3	6	-2	2	-2	8	-0.6	1
COc1ccc(NC(=O)C(=O)NNC(=O)c2cccs2)c(OC)c1	-2	0.0	8	3	0	12	0	3.5	-5
O=C(NCC1CCCO1)C(=O)c1c[nH]c2ccccc12 (stereo not given)	-14	-0.2	-3	-2	5	-2	-2	1.6	-16
CCc1nc(CNC(=O)C2CCC(=O)N(Cc3cccc(OC)c3)C2)no1 (stereo not given)	-8	-0.3	5	3	2	-3	-3	-1.1	-4
O=C(Nc1ccc(C(=O)O)cc1)Nc1ccc([N+](=O)[O-])cc1	0	0.0	-31	-4	-12	-1	1	4.4	-4
CC(C(=O)Nc1ccc(Cl)cc1Cl)N1C(=O)NC2(CCCCCCC2)C1=O (stereo not given)	-1	-0.1	6	-5	18	4	-13	-0.9	7
COC(=O)c1ccc(CSc2nnc(N)s2)cc1	2	-0.6	8	-5	3	2	-18	-1.3	-6
O=C(Nc1nccs1)OCc1ccccc1	-1	-0.1	1	-2	-6	1	-1	-0.8	-3
CCOC(=O)c1cccc(NC(=O)CSc2nnc(C)n2Cc2ccccc2)c1	-1	-0.4	-6	1	3	6	6	-0.3	-2
COc1ccccc1CNC(=O)COc1cc2c(c3oc(=O)cc(C)c13)CCC(C)(C)O2	-3	1.4	-3	-10	10	-3	16	0.9	20
Cc1ccc(NC(=O)COC(=O)Cn2cnc3ccccc32)c(C)c1	-1	-0.2	1	-2	1	4	-41	0.1	-7
CCN(CC)C(=O)c1n[nH]c(=O)c2ccccc12	-1	0.1	-4	-1	13	7	4	0.4	-6
COc1ccccc1NC(=O)Nc1ccccc1C(N)=O	-4	-0.5	-6	-4	8	-2	2	-0.8	-11
COc1ccc(CCC(=O)Nc2sc(C(=O)N(C)C)c(C)c2C#N)cc1	-5	-0.3	-18	-11	-10	-2	11	0.0	-3
Cc1ccc(NC(=O)CN2C(=O)NC3(CCc4ccccc43)C2=O)cc1 (stereo not given)	-3	-0.1	-5	-3	-7	4	-3	-1.4	-1
Nc1nnc(Cc2cccc(Br)c2)s1	-2	-0.3	2	4	14	2	-2	-1.7	-3
CC(C)CCN1C(=O)c2ccc(C(=O)NCc3ccco3)cc2C1=O	-2	-0.2	-2	-6	31	2	4	-0.5	-5
COc1ccc(C)cc1Nc1nc(C)nc2sc(C)cc12	-1	-0.3	-5	8	-4	-7	5	-0.3	7
Cc1cccc(Oc2ccc(N)cc2)c1	-6	-1.7	6	5	5	-9	-6	0.1	-6
CCn1cc(S(=O)(=O)c2ccc(C)cc2)[nH]c1=O	-7	-0.5	-2	-7	-7	0	12	0.4	-5
